TWEAK-Fn14 inh = inhibitors of TWEAK-Fn14 signaling, primary screen, luciferase reporter cells, uHTS. TWEAK-stimulated Fn14 reporter cells, luciferase luminescence, 8 h. inhibition, % at 10 µM. 2% of 360,000 active. AID 1159606, 2016; in the data active = inhibition above about 50%
LMP1 NFkB inh = EBV LMP1-driven NF-kappaB luciferase reporter inhibitors, primary screen, cell-based, luminescence, single point. LMP1-induced NF-kappaB luciferase reporter cells. 0.69% of 350,000 active. AID 504558, 2011. inhibition, % at 12.5 µM; in the data active = inhibition above about 41%;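 note: 0% = neutral control wells and 100% = reference inhibitor control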
TRAIL sens C8 = viability loss with TRAIL in NB7+C8 cells, primary screen, TRAIL sensitizer project, cell-based, ATPlite luminescence; inhibition (viability loss, TRAIL sensitization), % at 10 µM; 1% of 360,000 active;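 active = compounds causing at least 50% loss of cell viability in the single-dose screen, relative to plate controls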
LRH-1 inv ag = LRH-1 (NR5A2) inverse agonists, primary screen, cell-based, luminescence, HEK293T, StAR-luciferase reporter; Nuclear receptor subfamily 5 group A member 2 (Homo sapiens), O00482; LRH-1 transfected, 24 h; inhibition, % at 3.6 µM; 0.13% of 360,000 active;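 active = inhibition above the mean inhibition of all tested compounds plus 3 SD, cut at about 73% in these data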;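 note: 0% = DMSO wells and 100% = reporter-only cells lacking LRH-1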
Target sequence (O00482 whole entry, looked up): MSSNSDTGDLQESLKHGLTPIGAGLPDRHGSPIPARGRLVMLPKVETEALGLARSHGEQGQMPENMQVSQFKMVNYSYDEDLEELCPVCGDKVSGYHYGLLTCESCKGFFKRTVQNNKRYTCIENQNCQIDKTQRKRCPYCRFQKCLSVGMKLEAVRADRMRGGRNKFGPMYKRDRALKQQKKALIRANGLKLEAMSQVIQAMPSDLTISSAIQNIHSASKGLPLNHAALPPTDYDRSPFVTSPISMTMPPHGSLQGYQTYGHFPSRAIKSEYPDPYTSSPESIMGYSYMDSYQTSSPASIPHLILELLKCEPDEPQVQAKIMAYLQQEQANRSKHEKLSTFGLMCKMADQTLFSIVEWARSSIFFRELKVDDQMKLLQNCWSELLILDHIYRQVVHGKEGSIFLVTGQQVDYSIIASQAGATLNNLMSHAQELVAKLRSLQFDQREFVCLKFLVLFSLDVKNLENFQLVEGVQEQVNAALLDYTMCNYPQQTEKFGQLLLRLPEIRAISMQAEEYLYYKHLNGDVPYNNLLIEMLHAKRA
TROY NFkB inh = inhibitors of TROY-driven NF-kB signaling, primary screen, Q293 LMP1-TROYcd cells, NF-kB luciferase, uHTS. Q293 LMP1-TROYcd NF-kB luciferase reporter, 4 h. inhibition, % at 10 µM. 0.98% of 360,000 active;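 active = compounds whose plate-normalised and pattern-corrected inhibition of the luciferase reporter signal at the single screening dose is 50% or more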
NCOA2 inhibitor = inhibition of GAL4-SRC2 driven luciferase reporter, primary screen, SRC2 inhibitor project, cell-based, luminescence; HEK293 GAL4-SRC2 luciferase reporter; inhibition, % at 9 µM; 0.17% of 370,000 active; AID 651957, 2012;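 active = inhibition above the mean inhibition of all tested compounds plus 3 SD, set per campaign, cut at about 52% in these data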;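 note: 0% = DMSO treated cells and 100% = cells given Gossypol at 36 µM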
SRC3 inh = SRC3 coactivator transcriptional activity inhibitors, primary screen, cell-based, luminescence | Nuclear receptor coactivator 3 (Homo sapiens), Q9Y6Q9 | HEK293 GAL4-SRC3 luciferase reporter | inhibition, % at 3.6 µM | 0.17% of 360,000 active;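 active = inhibition above a per-campaign cutoff, the mean of all compounds plus 3 SD, cut at about 60% in these data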;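 note: 0% = DMSO-treated cells and 100% = gossypol-treated cells at 36 µM; higher means less SRC3-driven luciferase light from the GAL4 reporter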
COUP-TFII inh = NR2F2 transcriptional activity inhibitors, primary screen, cell-based, luciferase reporter, HEK293T, luminescence; COUP transcription factor 2 (Homo sapiens), P24468; AID 686940, 2013; HEK293T NGFI-A luciferase reporter; inhibition, % at 8.6 µM; 0.7% of 370,000 active;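 active = inhibition above a per-plate cutoff, mean inhibition of test wells between control levels plus 3 SD, cut at about 38% in these data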;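 note: cells cotransfected with COUP-TFII expression vector driving the NGFI-A reporter; 0% = median of COUP-TF2 test wells and 100% = reporter-only cells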
Target sequence (P24468 whole entry, looked up): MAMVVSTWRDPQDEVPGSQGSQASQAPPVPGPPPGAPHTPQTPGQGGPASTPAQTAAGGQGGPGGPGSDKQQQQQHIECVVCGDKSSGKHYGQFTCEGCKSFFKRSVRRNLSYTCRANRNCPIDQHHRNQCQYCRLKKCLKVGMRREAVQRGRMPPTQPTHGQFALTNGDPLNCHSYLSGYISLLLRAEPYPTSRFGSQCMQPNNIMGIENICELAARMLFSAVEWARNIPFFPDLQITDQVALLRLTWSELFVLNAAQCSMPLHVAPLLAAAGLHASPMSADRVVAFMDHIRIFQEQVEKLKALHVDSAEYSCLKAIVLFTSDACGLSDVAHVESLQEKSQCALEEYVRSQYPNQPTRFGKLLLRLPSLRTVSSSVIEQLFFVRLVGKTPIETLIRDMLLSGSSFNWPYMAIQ
KKLEB tox = cytotoxicity in KKLEB CF airway cells, primary screen, cytotoxicity control for CF NF-kB inhibitor project, cell-based, uHTS, fluorescence assay plates | KKLEB CF airway cells viability, ATPlite luminescence, overnight; active compounds read low; cells stimulated with P. aeruginosa culture filtrate | activity change (cytotoxicity), % at 5 µM | 0.36% of 360,000 active | AID 602141, 2011;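 active = corrected activity change at or below -50% at 5 µM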
CF NFkB block = inhibitors of PAF-induced NF-kB signaling, primary screen, cell-based, GFP fluorescence, uHTS; KKLEB NF-kB-GFP reporter, GFP fluorescence overnight; inhibition, % at 5 µM; 0.86% of 360,000 active; AID 588850, 2011;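 active = at least 50% inhibition at 5 µM, scaled per plate between neutral and stimulator controls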;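 note: PAF is a Pseudomonas aeruginosa culture filtrate used as stimulus; plate controls were PAF-stimulated DMSO wells for no effect and unstimulated DMSO wells for full effect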
NCOA1 inh = SRC1 coactivator transcriptional activity inhibitors, primary screen, cell-based, luminescence; Nuclear receptor coactivator 1 (Homo sapiens), Q15788; HEK293 GAL4-SRC1 luciferase reporter; inhibition, % at 3.6 µM; 0.12% of 360,000 active; AID 588354, 2011;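 active = inhibition above the campaign mean plus 3 SD, with each screening campaign given its own cutoff, cut at about 60% in these data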;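 note: 0% = DMSO treated cells and 100% = gossypol at 36 µM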
An asterisk follows results filed as active; / = no result given.

Molecule	TWEAK-Fn14 inh	LMP1 NFkB inh	TRAIL sens C8	LRH-1 inv ag	TROY NFkB inh	NCOA2 inhibitor	SRC3 inh	COUP-TFII inh	KKLEB tox	CF NFkB block	NCOA1 inh
COc1ccccc1NC(=O)CSc1ncn[nH]1	-2	5	-1	17	-1	-11	12	-1	9	8	-5
Cc1nc2ccc([N+](=O)[O-])cc2nc1C	17	-3	-18	10	1	-9	11	-10	4	-13	-7
O=C(Oc1ccc2cccc(OC(=O)N3CCOCC3)c2c1)N1CCOCC1	-11	2	7	5	7	-8	21	-19	-8	3	6
CCCCNC(=O)Nc1nc2ccccc2s1	-16	-16	10	-120	-27	-34	-50	-30	2	10	-99
COc1ccc2[nH]cc(C(=O)NCCc3ccccc3)c(=O)c2c1	-1	4	26	-19	-8	-9	-12	-12	-3	-3	-6
CCn1c(SCC(=O)Nc2cc(C)on2)nnc1-c1ccc(C)cc1	12	0	-15	-10	6	1	4	14	-5	-8	9
CN(C)c1cccc(C(=O)OCC(=O)NC2CCCC2)c1	-20	-1	-25	-13	-27	-23	-2	7	-3	-27	-40
COc1ccc2sc(-c3ccccc3OC)c(-c3ccc(OC)nc3)c2c1	-6	-10	-2	14	-27	-4	-24	2	14	-18	-27
N#CC1=C(N)Oc2n[nH]c(-c3ccccc3)c2C12C(=O)Nc1ccccc12 (configuration not stated)	14	-8	-8	0	-7	-44	2	-1	-13	4	-6
CCC(C)n1nccc1NC(=O)C(C)Cl (configuration not stated)	-6	-1	2	6	-7	-8	7	-2	-3	-7	0
O=C(/C=C/c1ccc(F)cc1)Nc1cccc(S(=O)(=O)N2CCOCC2)c1	-3	2	23	-42	-17	-28	-26	7	1	-6	-19
CCCCN1C(=O)C(NC(C)=O)c2ccccc21 (configuration not stated)	5	3	-4	7	0	-9	-1	1	0	-2	3
COc1ccc(S(=O)(=O)Nc2c(F)cccc2F)cc1	-3	-17	11	-1	8	14	-9	19	5	14	1
O=C(NCc1ccco1)c1cccs1	-7	-6	-3	12	-5	-6	2	8	13	-14	-2
O=C(c1ccco1)N1CCN=C1SCc1ccccc1Cl	18	11	5	-14	-33	-6	-3	-9	3	-7	16
Nc1nc(N)c(N=Nc2ccc(S(N)(=O)=O)cc2)c(=O)[nH]1	-12	10	-1	-10	2	-12	-13	8	6	0	-1
COc1ccc(-c2noc3c2-c2nc(-c4ccc(C)cc4)sc2CC3)cc1	-4	-15	13	10	5	6	-12	-10	-20	-4	-2
Cc1ccc(S(=O)(=O)N2CCC(C(=O)N3CCC(C(=O)NCc4cccnc4)CC3)CC2)cc1	4	4	0	-28	-4	3	-8	3	8	8	7
C=CCc1c(C)nc(-c2ccccc2)nc1Nc1ccccc1O	23	-4	-7	13	0	2	21	-9	-12	27	8
COc1ccccc1CNC(=O)COC(=O)Cn1cnc2ccccc21	14	4	-7	4	14	8	-8	-16	19	-5	4
Cc1ccc(S(=O)(=O)N2CCN(C)CC2c2ccccc2)cc1 (configuration not stated)	11	-3	-4	-4	4	-27	-9	4	2	-6	-6
Cn1c(=O)oc2cc(S(=O)(=O)NCCC(=O)NCc3ccc(F)cc3)ccc21	3	-3	-15	12	8	4	-14	3	1	-5	-5
CC12CCC(=O)N1C(C(=O)NCc1ccc(Cl)cc1Cl)CS2 (configuration not stated)	4	-2	15	-12	21	-4	-10	-1	-11	-6	-42
CCCc1nnc(NC(=O)CCC(=O)Nc2ccc(F)cc2)s1	-8	9	-44	-8	3	10	-6	14	0	-4	-3
CCSc1nnc(N2C(=O)c3ccc(C(=O)c4ccc(C(=O)O)cc4)cc3C2=O)s1	3	2	-3	4	8	-8	-2	25	2	-6	1
O=C(COc1ccc(S(=O)(=O)NC2CCCCC2)cc1)N1CCN(c2ccc(F)cc2)CC1	21	19	20	-1	26	10	8	-1	11	-28	4
CC(CCc1ccccc1)NC(=O)CSc1nccc(=O)[nH]1 (configuration not stated)	2	-2	4	2	13	3	-7	8	3	-3	-4
O=C(CNC(=O)c1ccc2c(c1)OCO2)Nc1ncccc1O	1	-7	35	-36	-56	-52	-38	-48	-10	16	-43
O=C(CN(C(=O)CCC(=O)Nc1nccs1)C1CCCC1)NCc1ccc2c(c1)OCO2	0	1	-5	6	-3	-15	1	-6	5	-8	-1
CCOc1ccccc1N1C(=O)CC(Sc2nccc(C)n2)C1=O (configuration not stated)	-29	-6	1	-15	1	12	1	16	3	1	-2
CC1CC(NC(=O)CCn2c(=O)oc3ccccc32)CC(C)(C)C1 (configuration not stated)	13	-7	-1	17	7	-3	29	-1	6	22	3
COC(=O)c1ccc2[nH]c3c(c2c1)CC(C)CC3 (configuration not stated)	0	-26	-12	-2	-48	-82	-10	-25	7	-15	7
CN1C2C=C(N(CCc3ccccc3)C(=O)c3ccc(Cl)cc3)CC1CC2 (configuration not stated)	-3	6	0	-6	-19	13	-7	-1	-3	1	0
CCCc1cc(C(=O)N/N=C/c2ccc(C)o2)c2ccccc2n1	23	11	23	3	17	-14	8	0	-12	13	4
C/C(=N\NC(=O)c1ccccc1Cl)c1ccccn1	-114	14	21	-16	-78	0	-8	-14	4	-26	-9
O=C(CN1C(=O)COc2ccccc21)c1ccc(Cl)cc1	-4	3	-13	3	-10	5	-12	-8	-32	6	-15
COC(=O)c1cnc(Nc2nc(C(N)Cc3ccccc3)cs2)nc1C(F)(F)F (configuration not stated)	-44	/	6	8	-8	-2	-3	1	-14	-4	11
O=C(OCC(=O)N1CCCC1)c1ccc(S(=O)(=O)Nc2ccccc2)cc1	-6	-13	-5	13	8	12	2	-5	0	-13	6
CCOC(=O)c1cc(C#N)c(SCc2cccc3ccccc23)nc1C	12	-1	-10	9	-7	3	17	9	-1	9	4
COc1ccc(C(C)=O)cc1CC(=O)Nc1cccc(S(=O)(=O)N2CCOCC2)c1	-11	-3	4	25	-3	-17	-8	-17	8	-22	-8
C[C@@H]1CC=C[C@H]2[C@H]1C(=O)N(Cc1ccccc1)[C@H]2c1ccc2ccccc2c1	18	4	22	0	5	-6	7	-48	-17	42	15
c1ccc(NCn2cncn2)nc1	17	4	-8	12	12	-15	-2	16	-9	4	11
N#Cc1ccc(-c2cn3c(n2)SCC3)cc1	3	-17	7	-90	-33	-27	-48	-6	0	-17	-76
Cc1ccc2c(C)c(C(=O)Nc3ccc(S(=O)(=O)Nc4onc(C)c4C)cc3)oc2c1	-10	0	-21	-15	8	-4	-35	18	5	-1	-6
CS(=O)(=O)c1ccc(Cl)c(NC(=O)COC(=O)c2cccc(C#N)c2)c1	10	-1	-7	-6	-18	-2	2	10	-12	-1	2
COc1ccc(Cc2c(O)nc(SCC(C)C)[nH]c2=O)cc1	-14	-4	-3	14	-2	-28	6	12	4	13	1
O=C(COC(=O)c1cc(-c2cccs2)nn1-c1ccccc1)Nc1cc([N+](=O)[O-])ccc1Cl	-2	-6	4	21	20	-4	12	13	0	-7	-5
COc1ccc(C)cc1NC(=O)C(C)N(c1ccc(C)cc1)S(C)(=O)=O (configuration not stated)	6	-7	2	-1	15	5	4	20	7	3	-4
COC(=O)CON1C(=O)c2ccccc2C1=O	3	-4	-8	2	-12	-25	9	-16	1	-3	0
O=C(Nc1nnc(-c2ccco2)o1)c1cccc(Cl)c1	-9	-1	3	-12	0	-18	-14	8	1	8	-5

New compounds follow
Molecule	TWEAK-Fn14 inh	LMP1 NFkB inh	TRAIL sens C8	LRH-1 inv ag	TROY NFkB inh	NCOA2 inhibitor	SRC3 inh	COUP-TFII inh	KKLEB tox	CF NFkB block	NCOA1 inh
O=C(O)/C=C\C(=O)Nc1ccc(N2CCN(c3cccc(Cl)c3)CC2)cc1	-4	6	-1	3	5	8	9	-14	-11	4	-41
O=C(O)c1cc(S(=O)(=O)N2CCOCC2)c(Sc2ccccn2)cc1Sc1ccccn1	0	3	-7	13	-10	-21	-15	2	-7	11	-4
Cc1ccc([C@H]2C[C@@H](n3cc(-c4ccc(F)cc4)nn3)[C@H](O)CN2C(=O)c2cccs2)cc1	2	-3	-2	-14	8	8	-9	-6	-5	-1	-9
O=C(c1ccc(F)cc1Cl)N1CCN(CCc2ccccc2)CC1	12	1	-5	-2	-10	7	5	-12	2	-10	5
CC(=O)Nc1c([N+](=O)[O-])cc2c3c(cccc13)CC2	6	/	-16	13	-7	5	17	-12	9	-15	-20
Cc1ccc2nc(C)cc(N/N=C/c3ccc(F)cc3)c2c1	-4	-6	-7	7	-23	2	-3	-6	-2	-8	-11
COc1ccc(N=C2C(=O)Nc3ccccc32)cc1	4	-9	-15	-4	-28	0	-3	1	-9	14	-13
Cc1nc(C(=O)N(C)C)nn1-c1ccc(Cl)cc1Cl	5	-35	-13	14	0	-21	-37	-1	0	10	-5
CC1(C)C2CCC1(C)C(SC(=N)N)C2 (configuration not stated)	-1	8	-3	-4	-5	-6	5	8	-9	24	4
Cn1c(=N)n(CC(O)c2ccccc2)c2ccccc21 (configuration not stated)	-38	-23	6	-5	10	-51	-38	-19	10	-18	-47
CCC(CO)Nc1ncnc2c1cnn2-c1ccc(Cl)cc1 (configuration not stated)	68*	-28	30	-46	73*	-51	-26	-4	-9	-17	-20
CC(O)CNc1nc2ccccc2n1CC(=O)NC12CC3CC(CC(C3)C1)C2 (configuration not stated)	-6	6	3	-2	-15	-37	25	-10	0	4	20
CCCNC(=O)c1ccc2c(=O)n(Cc3ccco3)c(=S)[nH]c2c1	1	3	-5	2	-17	-19	15	-12	-11	-6	1
O=C(Nc1ccc(Cl)cc1)c1ccc2ncsc2c1	1	-25	14	-134	-54	-43	-85	-32	4	-10	-75
NNC(=O)c1cc2c(ccc3ccccc32)o1	-23	-13	0	3	-21	-16	8	6	3	16	-5
O=C(Cn1nnc(-c2ccccc2NC(=O)c2ccccc2F)n1)NC1CCCC1	-4	1	-4	9	1	-14	9	4	-20	22	-18
CN(Cc1nc(-c2ccc(Cl)cc2)no1)C(=O)c1ccco1	-23	-6	1	4	-36	-7	15	-2	-6	-8	-8
O=C(O)c1cccc(NS(=O)(=O)c2ccc(Cl)c(C(=O)Nc3cccc([N+](=O)[O-])c3)c2)c1	-1	7	-1	3	0	-4	-14	9	-1	7	17
O=C(N/N=C/c1ccc2c(c1)OCO2)c1ccc(COCC(F)(F)C(F)F)cc1	-6	-4	11	23	7	/	17	/	-30	23	-9

Bioassay records as filed in PubChem BioAssay.
